FN deposit inh: fibronectin deposition inhibition | 350,000 tested, 0.086% active | AH1F fibroblasts, Alexa488-fibronectin deposition fluorescence, overnight | inhibition, % at 12.6 µM | AID 743247;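 active means mean inhibition across replicates of 30% or more, regardless of how many single replicates reach that level; inconclusive means mean under 30% yet at least half of replicates reach 30%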;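 further: positive control wells lacked labelled fibronectin entirely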
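Schedule: 1 h cell adhesion before compound, then overnight fibronectin incubation; test system: AH1F fibroblast monolayer depositing Alexa488-labelled fibronectin into matrix; quantity: 10000 AH1F cells per well; probe or stimulus: fluorescent fibronectin at 24 nM final; signal: fluorescence, ex 485 nm, em 525 nm; evaluation: percent inhibition as loss of matrix-bound fibronectin fluorescence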
RAD54 branch: inhibitors of human RAD54 branch migration | RAD54 Holliday junction branch migration, FAM/BHQ fluorescence | inhibition, % at 10.4 µM | 360,000 tested, 0.14% active | AID 602329;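 active means mean normalized replicate activity at least 40 and at least half of replicates scoring 40 or more; inconclusive means only one of the two criteria met; inactive means mean below 40 and under half of replicates reaching 40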;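 further: 0% = median of neutral control wells and 100% = median of positive control wells; inhibitors cause a drop in the FAM fluorescence signal; in these data hits start at about 50%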
S100A4 inh HTS: S100A4-myosin IIA interaction inhibition; P26447; S100A4/TAMRA-MyoIIA peptide fluorescence polarization; inhibition, % at 10.7 µM; 360,000 tested, 0.14% active;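 active means mean inhibition of at least 70% across replicates, with every replicate also reaching that level; inconclusive means mean inhibition reaches 70% but some replicates fall short; inactive means mean inhibition below 70%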
Target sequence (P26447 whole entry, looked up): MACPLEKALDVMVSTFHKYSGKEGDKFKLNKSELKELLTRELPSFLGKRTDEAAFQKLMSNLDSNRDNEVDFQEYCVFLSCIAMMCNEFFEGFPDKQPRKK
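Compound dosing: one dose per compound; test system: human S100A4 monomer with TAMRA-labelled myosin IIA peptide; probe or stimulus: TAMRA-labelled myosin IIA heavy-chain peptide probe, 5 nM; medium: HEPES buffer with Ca2+, pH 7.2; schedule: 5 min incubation before reading; benchmarks: neutral control DMSO, positive control TFP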
XiGFP reactiv: X-chromosome reactivation activator; XiGFP mouse fibroblasts, % GFP-positive cells imaging, 3 d; cells co-treated with 5-aza-dC sensitizer; scaled so ellipticine positive control = 100%; 360,000 tested, 0.055% active; activation, % at 7.58 µM;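 active means mean normalized replicate activation at least 10% and every replicate at or above 10%; inconclusive means only one of the two criteria met; inactive means mean below 10% and not all replicates reach 10%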;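 further: 0% = median of on-plate neutral control wells and 100% = ellipticine 6 µM median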
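Assay system – SV40-immortalized XiGFP fibroblast cells, line 68-5-11 · Buffer or medium – DMEM supplemented with 5-aza-dC as sensitizing agent · Dosing – one concentration, pinned · Benchmarks – positive control ellipticine, 6 µM final · Times – 3 days compound exposure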
E-sel inducer: induces E-selectin expression in human endothelial cells. P16581. HUVEC E-selectin immunofluorescence imaging; normalized: neutral wells 0, TNF-alpha wells 100. activation, % at 7.58 µM. 260,000 tested, 0.37% active. AID 686992;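 active means mean E-selectin-positive cell signal at least 10% of the positive control, reached in at least 60% of replicates, without over 20% cell loss; inconclusive means no rule given, readout overlaps actives, possibly toxicity-flagged; inactive means the rest, including those meeting only one limit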;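 further: in these data hits start at about 27%; measured in HUVEC primary endothelial cells; signal is the percent of cells scored E-selectin positive by PE staining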
Target sequence (P16581 whole entry, looked up): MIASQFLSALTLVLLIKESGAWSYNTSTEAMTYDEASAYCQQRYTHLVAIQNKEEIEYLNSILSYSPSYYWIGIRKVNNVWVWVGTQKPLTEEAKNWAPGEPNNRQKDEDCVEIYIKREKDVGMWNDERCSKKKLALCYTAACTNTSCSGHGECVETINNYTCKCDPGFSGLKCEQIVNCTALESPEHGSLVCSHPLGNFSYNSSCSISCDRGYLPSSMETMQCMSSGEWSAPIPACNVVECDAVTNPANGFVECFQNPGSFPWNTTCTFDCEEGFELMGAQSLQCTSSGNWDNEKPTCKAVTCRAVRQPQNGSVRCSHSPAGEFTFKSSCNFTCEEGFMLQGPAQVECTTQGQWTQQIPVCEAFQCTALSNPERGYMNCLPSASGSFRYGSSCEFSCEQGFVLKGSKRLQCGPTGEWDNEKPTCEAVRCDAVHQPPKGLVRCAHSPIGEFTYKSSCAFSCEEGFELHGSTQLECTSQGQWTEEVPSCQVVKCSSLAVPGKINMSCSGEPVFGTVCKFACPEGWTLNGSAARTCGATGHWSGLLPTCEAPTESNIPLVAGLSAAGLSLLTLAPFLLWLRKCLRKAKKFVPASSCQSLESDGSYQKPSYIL
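Assay system: HUVEC, human umbilical vein endothelial cells / Amount: 3,000 HUVEC/well / Controls: TNF-alpha positive control, DMSO neutral control / Compound dosing: single concentration / Medium: EGM-2 over gelatin coat / Evaluation: percent E-selectin-positive cells / Signal: immunofluorescence imaging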
esBAF inh: SWI/SNF esBAF complex inhibition. reporter increase, % at 12.5 µM. mouse ES cells, Bmi1-luciferase knock-in reporter, 24 h; 100% = twice the neutral-well signal. 350,000 tested, 2% active; in the data active means activation above about 40%; inconclusive means no clear call, values can overlap the other calls;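 further: 0% = median of the plate's neutral control wells and 100% = double that signal; a rise in the Bmi1 reporter signal indicates esBAF inhibition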
RAD52 anneal inh: blocks human RAD52 DNA annealing | AID 651710 | recombinant RAD52 DNA annealing, FRET fluorescence | inhibition, % at 18.7 µM | 360,000 tested, 0.46% active;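 active means every replicate showing at least 50% inhibition; inconclusive means mean inhibition at least 50% but not in every replicate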
EWS-Fli inh: blocks EWS/Fli oncoprotein-driven transcription; A673 NR0B1-luciferase reporter, viability-normalised; inhibition, % at 12.6 µM; 350,000 tested, 0.67% active;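 active means mean inhibition of at least 50% after viability correction, with every replicate also passing that limit; inconclusive means mean reaches 50% but only one of two replicates passes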;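 further: firefly luciferase signal divided by Alamar Blue viability fluorescence both relative to DMSO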
The depositor's hits bear a star; ? = inconclusive; nt = no result given.

SMILES	FN deposit inh	RAD54 branch	S100A4 inh HTS	XiGFP reactiv	E-sel inducer	esBAF inh	RAD52 anneal inh	EWS-Fli inh
COc1ccc(C(=O)SC2=NCCS2)cc1	nt	5	6	nt	nt	-11	-11	2
Cc1ccc(S(=O)(=O)N2C[C@H](O)COC[C@@H]3O[C@@H](CC(=O)NCC4CCCCC4)CC[C@H]32)cc1	-6	1	-5	0.1	nt	0	38	29
Cc1ccc(N2C(=O)N3[C@H](c4ccc(Cl)cc4)[C@@H]4C(=O)N(C5CCCCC5)C(=O)[C@@H]4[C@]3(Cc3ccccc3)C2=O)cc1	-5	1	-5	-0.2	-0.3	8	-6	1
CO[C@@H]1CN(C)C(=O)c2cc(NS(C)(=O)=O)ccc2OC[C@H](C)NC[C@@H]1C	-6	nt	2	0.3	-0.3	nt	-13	nt
COC(=O)C[C@@H]1CC[C@H]2[C@@H](COC[C@@H](O)CN2S(=O)(=O)c2cn(C)cn2)O1	1	4	nt	0.1	0.9	-4	nt	-7
CC(C)(C)OC(=O)C[C@H]1C/C=C\C[C@H](CC(=O)N[C@H](CO)Cc2ccccc2)C(=O)N2CCC[C@@H]2COC1=O	-8	-10	3	0.0	0.3	-2	-9	-11
Cc1cc(C)n(-c2nc3ccccc3c3nc(C)nn23)n1	-2	3	-4	0.3	0.3	-16	-6	-6
CC(C)Cc1ccc(CN2CCCC(NC(=O)CCN3CCOCC3)C2)cc1 (stereo not given)	nt	-5	-10	0.1	0.2	nt	-4	10
CCOC(=O)C1CCCN(C(=O)C2CCN(S(=O)(=O)N3CCC4(CC3)OCCO4)CC2)C1 (stereo not given)	nt	0	2	nt	nt	0	-3	13
O=C(N[C@@H]1CC[C@H](CCNS(=O)(=O)Cc2ccccc2)O[C@@H]1CO)c1ccc2c(c1)OCO2	5	2	10	0.0	0.1	10	7	-6
COC(=O)NNC(=O)c1ccccc1OC	20	nt	1	0.8	6.0	nt	-1	3
Cc1ccsc1/C=N/NC(=O)c1ccncc1	-4	nt	-10	0.0	-0.1	nt	0	-6
O=C(c1cccnc1)N1c2ccccc2Sc2ccccc21	-2	nt	-14	0.0	nt	nt	-1	-8
O=C(NNC(=O)c1ccc(-n2cncn2)c([N+](=O)[O-])c1)c1ccccc1	6	4	5	0.6	nt	-2	-12	-16
CCC(=O)OCCNc1nc(-c2ccccc2)nc2ccccc12	-8	-1	-3	0.4	4.7	1	-18	0
CCOC(=O)c1sc(NC(=O)c2ccc(S(=O)(=O)N3CCCCC3)cc2)nc1-c1ccccc1	4	2	nt	-0.1	?	nt	nt	nt
CC(C)NC(=O)N(C)C[C@H]1Oc2ccc(NC(=O)Nc3cccc4ccccc34)cc2C(=O)N([C@@H](C)CO)C[C@H]1C	nt	8	-7	-0.9	0.7	-2	2	-9
Cc1ccc(OCC(=O)NCCNC(=O)c2cccnc2)cc1C	5	1	0	0.0	-0.2	0	10	-2
O=C1N[C@@H](c2ccccc2)COCn2nncc2CC[C@@H]1Cc1ccccc1	-24	nt	2	0.3	0.3	nt	11	4
CC(=O)c1cccc(NC(=O)CN(C)Cc2ccc(OC(F)F)cc2)c1	-2	-3	0	-0.1	nt	-7	-14	6
Cc1ccccc1C(=O)Nc1ccnn1C1CCN(Cc2ccccn2)CC1	1	8	-3	0.1	1.3	nt	-23	3
COc1ccc(N2CCN(Cc3nc(N)nc(Nc4ccc(C)c(Cl)c4)n3)CC2)cc1	4	-3	nt	nt	-1.2	-7	nt	nt
CN(C)CCCNC(=O)C[C@H]1CC[C@H](NS(=O)(=O)c2ccc(F)cc2)[C@@H](CO)O1	nt	2	0	0.2	0.8	2	-9	-1
Cc1ccccc1NC(=O)c1c(C)[nH]c(=S)c(C#N)c1-c1ccco1	-4	-8	-11	0.0	nt	nt	-52	-3
O=C(C[C@H]1CC[C@@H]2[C@H](COC[C@H](O)CN2C(=O)c2ccncc2)O1)NCc1cc(F)cc(F)c1	-15	0	6	0.4	-0.2	-1	13	7

6 of these compounds, set out differently:
| Molecule | FN deposit inh | RAD54 branch | S100A4 inh HTS | XiGFP reactiv | E-sel inducer | esBAF inh | RAD52 anneal inh | EWS-Fli inh |
| --- | --- | --- | --- | --- | --- | --- | --- | --- |
| CO[C@@H]1CN(C)C(=O)c2cc(NS(C)(=O)=O)ccc2OC[C@H](C)NC[C@@H]1C | -6 | nt | 2 | 0.3 | -0.3 | nt | -13 | nt |
| COC(=O)C[C@@H]1CC[C@H]2[C@@H](COC[C@@H](O)CN2S(=O)(=O)c2cn(C)cn2)O1 | 1 | 4 | nt | 0.1 | 0.9 | -4 | nt | -7 |
| CC(C)(C)OC(=O)C[C@H]1C/C=C\C[C@H](CC(=O)N[C@H](CO)Cc2ccccc2)C(=O)N2CCC[C@@H]2COC1=O | -8 | -10 | 3 | 0.0 | 0.3 | -2 | -9 | -11 |
| Cc1cc(C)n(-c2nc3ccccc3c3nc(C)nn23)n1 | -2 | 3 | -4 | 0.3 | 0.3 | -16 | -6 | -6 |
| CC(C)Cc1ccc(CN2CCCC(NC(=O)CCN3CCOCC3)C2)cc1 (stereo not given) | nt | -5 | -10 | 0.1 | 0.2 | nt | -4 | 10 |
| CCOC(=O)C1CCCN(C(=O)C2CCN(S(=O)(=O)N3CCC4(CC3)OCCO4)CC2)C1 (stereo not given) | nt | 0 | 2 | nt | nt | 0 | -3 | 13 |

Next structures
SMILES	FN deposit inh	RAD54 branch	S100A4 inh HTS	XiGFP reactiv	E-sel inducer	esBAF inh	RAD52 anneal inh	EWS-Fli inh
O=C(CN1CCCCC1)NNC(=O)c1cccc(Br)c1	24	-3	0	0.2	nt	-11	10	5
COc1ccc(S(=O)(=O)N2CCN(C)CC2)c2ccccc12	-6	-7	3	0.3	-0.1	3	-7	-5
CC(=O)Nc1ccc(S(=O)(=O)N2CCN=C2SCc2cccnc2)cc1	-2	nt	4	-0.1	nt	nt	-15	-3
CC1CC(C)CN(CCOc2cccc3ccccc23)C1 (stereo not given)	18	2	-5	0.3	0.3	-2	-16	1
O=C(N[C@@H]1CC[C@@H](CCNS(=O)(=O)c2ccc(F)cc2)O[C@H]1CO)C1CC1	-9	2	-2	-1.0	-0.2	2	-13	2
CC(=O)c1ccc(NC(=O)C(C)OC(=O)/C=C/c2ccco2)cc1 (stereo not given)	-14	-11	-13	0.0	0.0	nt	-29	-10
O=C(c1cc(=O)[nH]c2ccccc12)N1CC=C(c2ccccc2)CC1	-1	-12	1	-0.1	-0.3	nt	6	-7
COc1ccc(OC)c(NC(=O)CSC2=NN3CCCC(=O)N=C3S2)c1	12	-8	3	0.3	0.0	1	-7	-3
O=C1CCCCC1CCS(=O)(=O)NCc1ccccc1 (stereo not given)	8	nt	-14	0.0	0.7	nt	-10	-7
CC(NC(=O)COC(=O)COc1cccc2c1OC(C)(C)C2)c1ccccc1 (stereo not given)	-1	8	-3	-0.2	0.6	4	-23	4
N#C/C(=N\O)c1nc2ccccc2s1	-13	-8	-3	0.0	0.0	-3	-22	-1
CC(C)NC(=O)N(C)C[C@@H]1Oc2ccc(NS(=O)(=O)c3cn(C)cn3)cc2C(=O)N([C@H](C)CO)C[C@H]1C	-3	-4	-9	-0.1	0.0	1	-17	-8
CCC(C)[C@H](NC(=O)Nc1ccc(S(N)(=O)=O)cc1)C(=O)OC (stereo not given in full)	-2	nt	3	0.0	nt	nt	-12	11
CN(C)c1cccc(C(=O)Nc2nnc(Cc3ccccc3)s2)c1	-3	9	-4	nt	nt	31	-19	-47
COc1cc(-n2c(C)nc3cc(C(=O)O)ccc32)cc(OC)c1OC	6	4	-7	-0.1	0.0	-2	-20	6
C[C@H](CO)N1C[C@H](C)[C@H](CN(C)Cc2ccc(C(=O)O)cc2)Oc2ccc(NS(=O)(=O)c3cn(C)cn3)cc2CC1=O	nt	2	15	0.0	-2.3	3	5	-7
COc1ccc(-c2onc3ccc(Cl)cc23)cc1	-9	-5	-1	nt	nt	15	-28	nt
COc1ccc(N2CCN(C(=O)CSc3nnc4nc(C)cc(C)n34)CC2)cc1	nt	1	-8	nt	nt	-1	-14	10
N#C[C@H]1[C@@H](c2ccc(/C=C/c3ccccc3)cc2)[C@@H](CO)N1C(=O)Cc1ccccn1	4	-19	-3	0.0	0.0	3	1	-10
CC1CCCN(CC(=O)Nc2ccc(S(=O)(=O)N3CCCCCC3)cc2)C1 (stereo not given)	nt	0	4	nt	nt	-9	-3	nt
C[C@@H]1CN([C@@H](C)CO)C(=O)c2cc(NC(=O)Nc3ccccc3)ccc2O[C@H]1CN(C)Cc1ccc2c(c1)OCO2	nt	16	7	0.9	2.2	2	4	9
CCC(NC(=O)CSc1nnnn1C1CC1)c1ccc(Br)cc1 (stereo not given)	-14	9	-42	0.1	4.3	-1	-1	-4
Cc1cccc(NC(=O)c2sccc2-n2cccc2)c1C	nt	-8	-6	nt	nt	-4	-10	nt
Cc1ccc(NC(=O)N2CCC(NC(=O)c3cccc(C)c3)CC2)cc1	-2	4	2	nt	nt	0	-21	-2
CC(=O)N(C)C[C@@H]1Oc2cc(C#Cc3cccnc3)ccc2S(=O)(=O)N([C@H](C)CO)C[C@H]1C	4	2	-6	-0.8	0.1	-1	-6	11
SMILES	FN deposit inh	RAD54 branch	S100A4 inh HTS	XiGFP reactiv	E-sel inducer	esBAF inh	RAD52 anneal inh	EWS-Fli inh
CC(=O)c1cccc(NC(=O)NC2CC(=O)N(c3ccc4c(c3)OCCO4)C2)c1 (stereo not given)	7	2	6	0.0	nt	-1	-6	-5
C(=N\N1CCOCC1)/c1cn(-c2ccccc2)nc1-c1ccccc1	nt	-5	3	0.0	nt	15	-6	-25
O=C(CN1CCC(NC(=O)c2ccccc2Cl)CC1)NCc1ccco1	-1	2	-1	0.0	0.0	-6	-11	12
Cc1ccsc1C(=O)NCCc1nnc2ccccn12	-4	1	-11	0.0	nt	56*	-18	nt
Cc1noc(C)c1NC(=O)N1C[C@@H](O)COC[C@H]2O[C@H](CC(=O)NCC3CCCCC3)CC[C@@H]21	0	4	-17	0.3	0.1	-4	5	-10
CN(C(=O)CCN1C(=O)C2C3C=CC(C3)C2C1=O)c1ccccc1 (stereo not given)	3	nt	-1	0.0	nt	nt	-13	3
CC(C)(C)c1cc2nc(NCCc3ccc(S(N)(=O)=O)cc3)ccn2n1	5	-26	10	-0.1	-0.1	6	-12	-10
COC(=O)C1=C(CCc2ccccc2)NC(=O)NC1c1ccc(Cl)cc1 (stereo not given)	4	-5	0	-0.3	0.2	-1	-17	-2
Cc1ccc(NS(=O)(=O)c2cccs2)nc1	-2	11	-2	0.1	-0.2	14	-25	-7
Cc1ccc(S(=O)(=O)Nc2ccc(O)c(Sc3ncn[nH]3)c2)cc1	-22	-2	3	0.0	nt	-2	-13	14
O=Nc1ccc(O)c2ncccc12	3	nt	4	-0.2	-0.6	-51	20	72*

Screening data (PubChem)
